# Screening results deposited in PubChem BioAssay by several laboratories.
# P. falciparum M17LAP: P. falciparum M17LAP inhibitors, primary screen, biochemical, fluorogenic H-Leu-NHMec substrate, 1536-well (AID 1619); Leucine aminopeptidase (Plasmodium falciparum (isolate 3D7)); recombinant M17LAP, H-Leu-NHMec fluorogenic kinetic assay; higher % means a stronger effect; inhibition, % at 30 µM, or IC50 in µM where a hit was titrated; hit rate 0.38% among 220,000;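 active = compound inhibiting the enzyme by more than half at any dose during confirmatory dose-response retesting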;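 also: plate controls were full reaction with DMSO carrier for no effect and no enzyme background for full effect; strong numbers were not always called active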
# Autophagy mod: autophagy modulators in MEF cells, primary screen, imaging, high-content, MEF GFP-LC3; hit rate 0.98% among 190,000; MEF GFP-LC3 puncta imaging; test concentration mostly 10 µM; calls only at 10 µM (by protocol);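 active = percentage of spot-positive cells more than 3 SD above its plate mean, without a fluorescence outlier flag or 80% toxicity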;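 also: spot-positive cell cutoff set from DMSO-treated cells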
# Dynein cargo inh: inhibitors of GR-EGFP nuclear translocation, primary screen, dynein cargo transport inhibitor project, imaging, high-content, 3617.4 mouse cells; test concentration mostly 20 µM; stimulated with dexamethasone, 1 µM; stronger effect = lower value; z-score, hits read low; hit rate 0.47% among 220,000; AID 1381, 2008;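 active = plate z-score of nuclear minus cytoplasmic receptor signal below a set negative limit, without overly bright fluorescence or cell loss, cut at about -3.5 in these data, passing the limit was not always enough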;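 also: z-score of nuclear minus cytoplasmic ring GR-EGFP intensity difference per well; some compounds called inactive have numbers as strong as hits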
#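 Medium: Induction medium lacking tetracycline, stripped serum | Probe or stimulus: 1.0 µM final dexamethasone stimulus | Schedule: 48 h induction, then 1 h compound, then 30 min agonist, 37 °C | Signal: Automated 10x imaging of fixed Hoechst-stained cells | Evaluation: Per-cell GR-EGFP intensity, nucleus versus surrounding cytoplasmic ring, well-averaged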
# P. falciparum M1AAP: P. falciparum M1AAP inhibitors, biochemical, fluorogenic H-Leu-NHMec substrate, 1536-well (AID 1445); inhibition, % at 30 µM; hits with a dose series show IC50 in µM; recombinant M1AAP, H-Leu-NHMec fluorogenic kinetic assay; higher % means a stronger effect; hit rate 0.42% among 220,000;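 active = primary inhibition above the hit cutoff, then over 50% inhibition at one or more dose response concentrations, cut at about 23% in these data, passing the limit was not always enough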;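 also: plate controls were DMSO full reaction for no effect and no enzyme background for full effect; strong numbers were not always called active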
# ER stress rescue: rescue of cells from ER stress-induced death, primary screen, 384-well, CSM14.1, thapsigargin, ATP luminescence (AID 1222); CSM14.1 thapsigargin-induced death rescue, ATP luminescence; higher % means a stronger effect; cellular ATP content (survival), % at 20 µM; hits with a dose series show EC50 in µM; 190,000 tested, under 10 active;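 active = EC50 below 50 µM in the dose-response confirmation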;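 also: death triggered by thapsigargin at about 15 µM added after 2 h compound pretreatment; cell ATP read after overnight thapsigargin exposure of roughly 18 to 22 hours; normalized against plate controls of thapsigargin alone and 5% DMSO vehicle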
# Lipid droplet: inhibitors of hepatocyte lipid droplet formation, primary screen, imaging, high-throughput imaging, BODIPY stain. AML12 mouse hepatocytes, oleate lipid droplets. hit rate 0.4% among 240,000. inhibition, % at 6.5 µM;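 active = lipid droplet intensity inhibited by at least 50%, with more than 500 cells counted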
#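 Assay system: AML12 hepatocytes (mouse); Probe or stimulus: oleic acid at 100 µM to induce lipid droplet formation; Dosing: compound at 6.5 µM only; Schedule: compound with oleate, overnight; Detection: fluorescence imaging, 20x objective, two fields per well; Measure: % inhibition of lipid droplet signal.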
# Yfh1-off respiration: enhancers of respiration in Yfh1-depleted yeast, dose response, Friedreich's ataxia, plus single-dose screen (AID 1465); S. cerevisiae Yfh1-off respiration, WST-1 reduction, 72 h; higher fold induction means a stronger effect; fold induction at 50 µM, or EC50 in µM where a hit was titrated; hit rate 0.074% among 220,000;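 active = fold induction of absorbance versus untreated yeast above a set limit, then at least 30% activation at any dose in follow-up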;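 also: activators that raise dye reduction in frataxin-depleted yeast; strong numbers were not always called active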
# Insulin prom up: insulin promoter activators in MIN6 cells, imaging, high-content screening, mouse beta cells; MIN6 insulin promoter-GFP reporter; stronger effect = higher value; z-score at 5 µM; hit rate 0.3% among 190,000; AID 1625, 2009;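 active = z-score above 3 at 5 µM with at least 500 cells counted in the well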
# MT stabilizer: microtubule stabilizers in HeLa cells, primary screen, imaging, high-content imaging. hit rate 0.83% among 200,000. HeLa tubulin immunostaining HCS, 24 h; share of cells brighter than vehicle mean+2SD. % tubulin-high responders, % at 10 µM. AID 2205, 2009;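 active = plate Z-score above 3 for both tubulin-high and condensed-nucleus cell shares, with cell loss under 80%, at 10 µM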;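 also: anti alpha tubulin signal scored within the nucleus-defined area of each cell; some results filed as inactive read as strong as hits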
# Dynein cargo inh cytoplasmic EGFP: also measured in Dynein cargo inh; calls as there; z-score; measured here: cytoplasmic GR-EGFP intensity; stronger effect = higher value
# Dynein cargo inh nuclear GR-EGFP: further read-out of Dynein cargo inh, marked with its call; z-score; measured here: nuclear GR-EGFP intensity;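 lower value marks the stronger effect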
# Dynein cargo inh cell count: further read-out of Dynein cargo inh, marked with its call; z-score; measured here: cell count per field
# Insulin prom up cell count: further read-out of Insulin prom up, marked with its call; cell count; measured here: cytotoxicity, nuclei count;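 total cells summed across four imaged fields per well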
# Lipid droplet cells 6.5 µM: further read-out of Lipid droplet, marked with its call; cell count; measured here: cell count, cytotoxicity flag;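 cells counted across two imaged fields per well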
# MT stabilizer Hoechst-high %: second read-out of MT stabilizer, no call of its own (marks repeat the call); % Hoechst-high responders; measured here: nuclear condensation Hoechst responders;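 share of cells brighter than vehicle mean plus two SD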
# MT stabilizer cytotoxicity %: further read-out of MT stabilizer, marked with its call; toxicity, %; measured here: cytotoxicity by cell density;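 0% = mean cell density of plate MIN control wells and 100% = no cells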
# Autophagy mod cell loss 18 h: recorded beside Autophagy mod, whose call it bears; toxicity, %; measured here: cell loss, nuclei count;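 cell loss after 18 h compound exposure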
# The depositor's hits bear a star; i = inactive; . = no result given. Compounds were not picked by outcome; any-hit rate near 3.5%.
SMILES,P. falciparum M17LAP,Autophagy mod,Autophagy mod cell loss 18 h,Dynein cargo inh,Dynein cargo inh cytoplasmic EGFP,Dynein cargo inh nuclear GR-EGFP,Dynein cargo inh cell count,P. falciparum M1AAP,ER stress rescue,Lipid droplet,Lipid droplet cells 6.5 µM,Yfh1-off respiration,Insulin prom up,Insulin prom up cell count,MT stabilizer,MT stabilizer Hoechst-high %,MT stabilizer cytotoxicity %
O=C(NCCN1CCOCC1)C(=O)NCc1ccco1,-4%,i,-28,0.43,-0.13,0.44,-0.54,3%,-0.9%,2,722,i,0.01,1342,1.4,1.1,12
Fc1ccc(N2CCN(C(c3cccs3)c3nnnn3C3CCCC3)CC2)cc1 (centres undefined),-6%,i,17,-1.2,-0.29,-0.39,0.3,5%,0.8%,.,.,i,-0.32,1120,3.5,1.6,8.5
CNC(=S)Nc1ccccc1-c1ccccc1,-9%,i,-4,-0.96,-0.27,-0.75,1,-2%,-0.3%,-1,600,i,0.73,1277,2.8,2.2,0.9
COc1ccccc1-n1c(SCC(=O)Nc2ccccc2C)nc(O)cc1=O,13%,i,-8,-0.72,-0.31,-0.19,0.45,-4%,-0.4%,.,.,i,0.03,1252,3.2,3.4,7.7
COc1ccc(-c2nnnn2-c2ccc(F)cc2F)cc1,5%,i,32,-0.43,-0.25,-0.017,0.58,2%,-0.5%,-2,712,i,.,.,3.6,1.2,6.2
CCN(C(=O)COC(=O)CNS(=O)(=O)c1ccccc1)c1ccccc1,7%,i,-10,1,-0.16,0.18,-0.3,-11%,1.3%,36,713,i,-0.69,1232,4.0,1.3,4.7
O=C(O)Cn1nnnc1-c1ccc(F)cc1,10%,i,-4,0.07,-0.17,0.026,1,9%,-2.2%,-10,691,i,.,.,3.4,1.8,2.6
CN1C(=O)c2cccc(NC(=O)C3CCCCC3)c2C1=O,-21%,i,-9,0.34,0.54,0.4,-1.3,3%,-0.6%,.,.,i,1.1,924,2.1,2.3,3.7
Cc1cc(C(=O)CN2C(=O)c3ccccc3S2(=O)=O)c(C)n1-c1ccccc1,9%,i,4,0.17,-0.31,0.16,0.055,3%,-6.2%,65*,823*,.,-1.6,931,3.8,3.1,6.2
O=C(N/N=C/c1cccnc1)c1ccc(NC(=O)C(c2ccccc2)c2ccccc2)cc1,3%,i,1,0.61,-0.2,0.48,0.044,4%,-0.9%,22,648,i,0.25,1291,3.2,2.2,3.8
C=CCNc1nc(NCc2ccco2)nc(OCC)n1,8%,i,23,-0.12,-0.21,0.33,-0.25,12%,0.8%,-1,758,i,-0.64,1279,2.2,1.0,3.4
CCOc1ccc(Cn2nnc(C(=O)Nc3cc(C)cc(C)c3)c2N)cc1,-2%,.,.,0.73,-0.18,0.61,-0.54,5%,.,-14,663,i,1.3,1887,2.3,2.5,7.2
CN1CCN(CC(=O)N2CCn3c4c(c5cc(C6CCCCC6)ccc53)CCCC42)CC1 (centres undefined),12%,i,30,4,0.37,2.4,-2.5,15%,-3.6%,-8,663,i,-2.9,734,10,4.6,3.2
OCCC1CN(CC#Cc2ccccc2)CCN1C1CCCC1 (centres undefined),-1%,i,3,-0.41,-0.18,-0.21,1.1,1%,2.1%,-8,641,i,0.61,1487,1.1,1.3,5.1
Cc1cc(=O)oc(C)c1C(=O)OCC(=O)c1ccc2ccccc2c1,-1%,i,0,-0.89,-0.2,-0.55,1.2,1%,-0.2%,2,793,i,0.25,811,1.1,0.9,7.4
Cc1sc2ncnc(N=Nc3c(O)[nH]c4ccccc34)c2c1C,-11%,i,25,0.033,0.29,0.06,-0.11,4%,-5.0%,-4,656,i,0.2,1120,2.0,2.4,12
O=C(Cn1cnc2ccccc21)Nc1cc(C(F)(F)F)ccc1N1CCOCC1,16%,i,-3,-0.089,-0.19,0.23,0.23,-3%,0.5%,.,.,i,0.53,1375,4.9,1.7,10
COc1ccc(-n2c(C)ccc2C)c([N+](=O)[O-])c1,9%,i,-18,2.1,-0.018,2,-1.7,-1%,-0.8%,9,715,i,0.15,1473,2.4,1.3,5.0
Cc1nn(-c2ccccc2)c(N)c1N=Nc1ccccc1,2%,i,11,-0.12,-0.092,0.046,-0.64,1%,-0.6%,-5,650,i,-1.1,1035,10,1.9,5.8
COc1ccc(-c2cc(C(F)(F)F)nc(SCC(=O)Nc3sc4c(c3C#N)CCC4)n2)cc1,-5%,i,4,.,.,.,.,5%,-0.1%,-3,620,i,-0.02,1885,1.9,2.3,2.1
O=C(c1ccc(Cl)c(S(=O)(=O)NCc2ccco2)c1)N1CCN(c2ccc(F)cc2)CC1,2%,i,7,-0.64,-0.36,-0.039,0.29,9%,-0.3%,.,.,i,-0.03,814,1.2,1.8,9.9
O=c1c2ccccc2nc(SCc2cn3ccsc3n2)n1-c1ccccc1F,1%,i,-27,0.31,-0.23,0.14,0.38,2%,1.6%,-2,838,i,1.4,1168,3.9,2.1,5.1
CCOC(=O)C1CCN(S(=O)(=O)c2nc3nc(C)cc(C)n3n2)CC1,2%,i,19,1.9,-0.074,1.6,-0.4,-3%,2.7%,-1,707,i,-0.13,1261,4.1,2.0,10
Cc1ccccc1OCC(=O)OCC(=O)c1ccc(-c2ccccc2)cc1,15%,i,-7,-0.034,-0.24,-0.034,0.5,1%,-2.8%,-2,473,i,-0.52,1332,2.7,1.7,4.2
COc1ccc(CNC(=O)C2CCCN2C(=O)NC2CCCCC2)cc1 (centres undefined),-5%,i,23,-0.54,-0.25,0.15,-0.33,5%,-0.8%,.,.,i,-0.69,924,3.9,2.3,7.1
O=C(NC12CC3CC(CC(C3)C1)C2)C1CCCN1C(=O)NC1CCCCC1 (centres undefined),2%,i,-2,-0.11,-0.27,0.25,-0.37,5%,1.4%,5,702,i,0.24,1888,3.0,3.2,11
CC(=O)CCc1ccc2oc(C(=O)O)c(C)c2c1,11%,i,7,-0.99,-0.27,-0.52,0.031,5%,0.4%,.,.,i,1.1,1219,3.0,2.6,1.6
O=[N+]([O-])c1ccc(S(=O)(=O)N2CCSC2c2ccco2)cc1 (centres undefined),0%,.,.,-0.3,-0.24,-0.24,0.12,7%,.,-18,667,i,-0.4,1459,.,.,.
COc1ccccc1-c1c(C#N)c(N)nc2c1CCc1ccccc1-2,-172%,i,14,0.29,-0.31,-0.28,0.32,6%,4.2%,14,639,i,0.38,821,26,19,60
O=C(Nc1ccccc1)Nc1ccc(C(F)(F)F)cn1,0%,.,.,0.046,-0.25,0.067,-0.83,3%,.,32,757,i,-0.1,1062,.,.,.

# 3 of the entries above in order of the Dynein cargo inh value, rising.
Structure	Dynein cargo inh
COc1ccc(CNC(=O)C2CCCN2C(=O)NC2CCCCC2)cc1 (centres undefined)	-0.54
O=C(N/N=C/c1cccnc1)c1ccc(NC(=O)C(c2ccccc2)c2ccccc2)cc1	0.61
CCOc1ccc(Cn2nnc(C(=O)Nc3cc(C)cc(C)c3)c2N)cc1	0.73

# Other structures.
SMILES,P. falciparum M17LAP,Autophagy mod,Autophagy mod cell loss 18 h,Dynein cargo inh,Dynein cargo inh cytoplasmic EGFP,Dynein cargo inh nuclear GR-EGFP,Dynein cargo inh cell count,P. falciparum M1AAP,ER stress rescue,Lipid droplet,Lipid droplet cells 6.5 µM,Yfh1-off respiration,Insulin prom up,Insulin prom up cell count,MT stabilizer,MT stabilizer Hoechst-high %,MT stabilizer cytotoxicity %
C=C(C)C1CC=C(C)/C(=N/NC(=O)CCCNc2cccc(C)c2)C1 (centres undefined),6%,i,-11,-0.68,-0.22,-0.18,-0.023,6%,-0.2%,-8,770,i,-0.31,1521,2.2,2.5,9.9
CCCc1n[nH]c2c1/C(=N\OCC)CC(C)(C)C2,2%,.,.,0.093,-0.26,-0.0043,0.27,-2%,.,-6,753,i,-0.32,1470,.,.,.
O=C1c2ccccc2CN1CCNC(=S)NC1CCCCC1,1%,i,-9,0.35,-0.11,0.29,0.034,3%,0.0%,-6,715,i,-0.22,1156,4.0,1.2,4.8
Cc1ccc([N+](=O)[O-])c(C(=O)N/N=C/c2cccs2)c1,14%,.,.,1.3,-0.21,1.2,-0.6,1%,.,7,674,i,0.14,1106,.,.,.
Fc1ccc(CSc2nncn2NCc2ccc3c(c2)OCO3)cc1,3%,i,-2,0.35,-0.092,0.021,0.25,6%,-1.6%,7,704,.,-0.34,1137,3.5,2.5,6.0
CCN(CC)CCCOC(=O)C1(c2ccccc2)CCCC1,-3%,i,-3,0.32,0.036,0.28,0.52,2%,-0.5%,8,827,i,0.39,893,1.7,1.8,7.4
Cc1ncsc1CCOC(=O)C1C2CC3CC(C2)CC1C3 (centres undefined),3%,i,-17,-0.11,-0.26,-0.3,-0.32,5%,-1.3%,2,638,i,-0.36,1331,3.0,2.4,10
CCS(=O)(=O)N1CCN(S(=O)(=O)c2ccccc2)CC1,-4%,i,-9,-0.58,-0.023,-0.18,-0.3,13%,-1.0%,-3,758,i,-0.13,818,1.1,1.2,8.6
COc1ccc(CNc2ncccn2)cc1OC,-3%,i,9,-0.044,-0.28,-0.03,0.41,2%,-0.4%,0,684,i,-0.34,1572,1.7,1.8,3.1
Cn1/c(=N\NC(=O)C2CCCCC2)sc2ccccc21,2%,i,7,-0.53,-0.31,-0.32,0.21,0%,.,4,622,i,0.12,1251,3.4,2.5,11
